Screening results: PubChem BioAssay, several laboratories
OX1R antag = antagonists of human orexin 1 receptor (OX1R); AID 485270; inhibition, % at 6.6 µM; O43613; actives 1.8% (n = 330,000); OX1R-expressing cells, FRET antagonist read-out; in the data active = inhibition mostly above about 38%, no sharp cut-off; inactive = mostly below about 40%;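 also: 0% = agonist challenge alone and 100% = reference antagonist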
Target sequence (O43613 whole entry, looked up): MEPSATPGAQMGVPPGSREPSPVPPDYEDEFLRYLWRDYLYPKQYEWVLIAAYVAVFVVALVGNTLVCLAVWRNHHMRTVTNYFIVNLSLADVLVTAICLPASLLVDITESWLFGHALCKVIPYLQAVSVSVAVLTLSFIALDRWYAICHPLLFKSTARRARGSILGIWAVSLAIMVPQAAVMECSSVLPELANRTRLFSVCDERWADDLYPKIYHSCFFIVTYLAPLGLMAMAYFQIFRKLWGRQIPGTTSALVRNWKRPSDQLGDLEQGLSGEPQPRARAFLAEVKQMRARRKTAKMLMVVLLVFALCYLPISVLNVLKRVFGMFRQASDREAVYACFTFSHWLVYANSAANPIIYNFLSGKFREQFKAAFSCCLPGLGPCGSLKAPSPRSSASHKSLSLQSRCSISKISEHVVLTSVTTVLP
STK33 inh = blocks human STK33 kinase activity. Q9BYT3. purified STK33, MBP phosphorylation, ADP-Glo luminescence. inhibition, % at 10 µM. actives 0.073% (n = 320,000). AID 2661;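 active = inhibition at or above 25%, using the most active replicate where run in duplicate; inactive = inhibition below 25%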
Target sequence (Q9BYT3 whole entry, looked up): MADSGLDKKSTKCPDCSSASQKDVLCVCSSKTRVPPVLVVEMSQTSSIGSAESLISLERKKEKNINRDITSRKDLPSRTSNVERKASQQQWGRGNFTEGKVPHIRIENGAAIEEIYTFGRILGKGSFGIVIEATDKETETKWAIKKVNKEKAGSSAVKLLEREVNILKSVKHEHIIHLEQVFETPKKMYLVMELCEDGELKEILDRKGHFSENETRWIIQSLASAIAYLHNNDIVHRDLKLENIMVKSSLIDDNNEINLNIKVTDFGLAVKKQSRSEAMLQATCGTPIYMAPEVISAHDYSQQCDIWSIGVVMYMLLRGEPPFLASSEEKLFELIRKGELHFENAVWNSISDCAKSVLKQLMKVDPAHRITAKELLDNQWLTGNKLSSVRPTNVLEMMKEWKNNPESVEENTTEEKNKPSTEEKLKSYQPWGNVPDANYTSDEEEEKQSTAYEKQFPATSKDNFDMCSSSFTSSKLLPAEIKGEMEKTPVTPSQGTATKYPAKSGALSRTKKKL
* = called active by the depositor; · = no result given; & = joins results of further samples.

STK33 inh | OX1R antag | compound
1.6 | 7 | CCC(CC)NC(=O)C1CCN(S(=O)(=O)c2cccs2)CC1
-0.7 | 42 | CCc1ccc(S(=O)(=O)N2CCN(Cc3ccco3)CC2)cc1
0.1 | 8 | CCC(CO)Oc1cc(NCc2ccc(Cl)cc2Cl)c2ncn(C(C)C)c2c1 (stereo not drawn)
-0.6 | 8 | CCCn1c(SCC(=O)N2c3ccccc3CC2C)nnc1-c1ccco1 (stereo not drawn)
-3.1 | 13 | CC(C(=O)NCC1CCCCC1)N(C)Cc1ccc(Cl)cc1 (stereo not drawn)
1.8 | 19 | Cc1ccc(-c2nn(C)c(=O)c3ccccc23)cc1CNC(=O)/C=C/c1ccccc1
-0.6 | 7 | Cc1ccc(-c2nn(-c3cc(N4CCNCC4)ccc3[N+](=O)[O-])c(=O)c3ccccc23)cc1
-0.7 | 25 | Cc1[nH]c2ccccc2c1-c1nc2ccccc2[nH]1
-1.3 | 4 | CCOC(=O)c1csc(NC(=O)CN2CCOCC2)n1
-2.3 | 6 | CC(CC(=O)Nc1nccs1)c1ccccc1 (stereo not drawn)
0.2 | -6 | O=C(CCC(=O)Nc1ccc(Br)cc1)N/N=C/c1ccc(F)cc1
-1.4 | 5 | CCCN(C(=O)CSc1ccccc1C(=O)O)C1CCS(=O)(=O)C1 (stereo not drawn)
0.8 | 12 | O=C(Nc1ccc(Cl)cc1)c1csc(-c2ccccc2)n1
-0.2 | 18 | Cc1csc(NC(=O)c2ccccc2O)n1
-1.0 | 12 | S=c1[nH]ccn1-c1ccc(Cl)cc1
-0.4 | 16 | O=C(O)c1ccc2cccnc2n1
-4.2 | 16 | COc1ccc(S(=O)(=O)N2CCN(C(=S)NC3CCCCC3)CC2)cc1
0.0 | 0 | CCC(Sc1ncccc1C(=O)O)C(=O)N1CCCC1 (stereo not drawn)
-3.7 | 8 | NC1(C#Cc2ccc3oc(=O)c(-n4cc(-c5ccsc5)nn4)cc3c2)CCCCC1
-0.2 | 5 | O=C(NC1CCCCC1)c1ccc(CNc2c(N3CCOCC3)c(=O)c2=O)cc1
-1.8 | 3 | Clc1ccc(-c2ccccc2)cn1
-1.4 | 20 | CCc1nnc(NC(=O)CSc2nnc(-c3ccoc3C)n2-c2ccccc2)s1
-1.8 | 9 | COc1ccc(-n2c(C)nc3c(cnn3-c3ccccc3)c2=O)cc1
-0.6 | 17 | O=C(NNC(=O)c1csc(-c2cnccc2C(F)(F)F)n1)c1ccc(C(F)(F)F)cc1
-0.2 | 15 | Cc1nc(C)c(-c2csc(N)n2)s1
-2.0 | 2 | Cn1c(CSCc2ccccc2)n[nH]c1=S
-0.2 | 5 | N#C/C(=C(/O)COC(=O)CCC1CCCCC1)c1nc2ccccc2[nH]1
0.6 | 9 | Cc1cccc(C)c1NC(=O)C(c1ccccc1)N1CCC1=O (stereo not drawn)
-3.9 | 15 | O[C@@H]1COC(Nc2ccc(N=Nc3ccccc3)cc2)C[C@@H]1O (stereo partly drawn)
-3.5 | 15 | CCOC(=O)N1CCN(C(=O)CCn2c(=O)[nH]c3ccsc3c2=O)CC1
0.0 | 29 | O=C(c1ccc(F)cc1Cl)N(c1ccccn1)C1CCCCC1
-1.4 | 35 | Clc1ccccc1Sc1cnc2ccccc2n1
-0.4 | 3 | Cc1cc(C(F)F)n2nc(C(=O)Nc3cccc(S(=O)(=O)N4CCOCC4)c3)nc2n1
-0.3 | 19 | COc1ccc(/C=N/N2C(=O)CN(C(=O)c3ccccc3)C2c2ccc(OC)cc2)cc1 (stereo not drawn)
-0.4 | -1 | Cc1cc(NC(=O)c2c(Cl)cccc2Cl)no1
0.6 | 11 | Cc1ccn2c(CNCc3cnn(C)c3)c(C(=O)N3CCCCCC3)nc2c1
-3.1 | 7 | Cn1c(=O)c(C(=O)NNC(=O)c2ccc(Br)cc2)c(O)c2ccccc21
1.9 | 6 | COCCCN1C(=O)c2ccc(C(=O)NCCc3ccccc3)cc2C1=O
-2.0 | 8 | CCC(CC)c1nnc(NC(=O)CCc2ccccc2)s1
· | 26 | O=C(O)c1cccc(CSc2nc(-c3ccccc3)cc(C(F)(F)F)n2)c1
-0.8 | 6 | Cc1ccc(C)c(C(=O)CN2C(=O)c3ccccc3S2(=O)=O)c1
1.0 | 7 | C=CCn1c(SCC(N)=O)nc2nc3c(cc2c1=O)COC(C)(C)C3
0.4 | 1 | CC(Cc1c[nH]c2ccccc12)C(=O)NCc1ccco1 (stereo not drawn)
0.3 | 15 | CC(CCc1ccccc1)NCc1ccncc1 (stereo not drawn)
2.2 | 20 | Cc1ccc(S(=O)(=O)[N-]c2nc3ccccc3nc2-[n+]2cc(C)cc(C)c2)cc1
0.0 | 10 | Cc1ccccc1NC(=O)c1cnn(-c2ccccc2)c1NC(=O)c1ccco1
-0.3 | 40 | CN(C)c1ccc(/C=N/N2C(=S)SC(C)(C)C2N(O)C(=O)Nc2ccc([N+](=O)[O-])cc2)cc1 (stereo not drawn)
· | 8 | Cn1c(SCC(=O)NCc2cccs2)nnc1-c1ccc(S(=O)(=O)N2CCCC2)cc1
0.7 | -1 | O=C(CSc1n[nH]c(=O)[nH]c1=O)Nc1c(Cl)cc(Cl)cc1Cl
-5.2 | 23 | COC(=O)c1cc(=O)n2c(-c3ccc(OC)cc3)csc2n1

Single records, from the list above. Values in the order: STK33 inh, OX1R antag
Listed for `COCCCN1C(=O)c2ccc(C(=O)NCCc3ccccc3)cc2C1=O` = 1.9, 6
Listed for `CCC(CC)c1nnc(NC(=O)CCc2ccccc2)s1` = -2.0, 8
Listed for `CN(C)c1ccc(/C=N/N2C(=S)SC(C)(C)C2N(O)C(=O)Nc2ccc([N+](=O)[O-])cc2)cc1` (stereo not drawn) = -0.3, 40
Listed for `CC(CCc1ccccc1)NCc1ccncc1` (stereo not drawn) = 0.3, 15

The main list resumes, repeating the two entries before the break.
STK33 inh | OX1R antag | compound
0.7 | -1 | O=C(CSc1n[nH]c(=O)[nH]c1=O)Nc1c(Cl)cc(Cl)cc1Cl
-5.2 | 23 | COC(=O)c1cc(=O)n2c(-c3ccc(OC)cc3)csc2n1
0.8 | 11 | COc1cc(-c2nc3n(n2)C(c2ccncc2)C2=C(CCCC2=O)N3)cc(OC)c1OC (stereo not drawn)
-0.1 | 1 | CCCC(NC(=O)c1ccc(Br)o1)c1nc2ccccc2[nH]1 (stereo not drawn)
-0.4 | 69* | COC(=O)c1sc(NC(=O)COc2cccc(C)c2)nc1C
0.8 | 1 | Cc1cc(-c2ccc(C)c(S(=O)(=O)N3CCN(c4ccc(F)cc4)CC3)c2)on1
-1.0 | 7 | O=C(CNC(=O)/C(=C/c1ccccc1)NC(=O)c1ccc(Br)cc1)OCc1ccccc1
0.2 | 14 | N#CCSc1ncnc2sc3c(c12)CCC3
-0.4 | 4 | CN(CC(=O)Nc1ccc(F)cc1)C(=O)COC(=O)c1cccc(N(C)C)c1
0.5 | 9 | Cn1nccc1C(=O)Nc1nnc(C2CC2)s1
-1.2 | 9 | CC(=O)c1ccc(N2CCN(c3ccc(S(=O)(=O)N4CCN(C)CC4)cn3)CC2)cc1
-2.4 | 10 | CS(=O)(=O)N(CC(=O)NCC1CCCO1)Cc1ccc(Cl)cc1 (stereo not drawn)
0.7 | 17 | COC(=O)[C@H](C)[C@@H]1C[C@@]1(C)[C@@H](NC(=O)OCc1ccccc1)c1ccccc1
1.0 | 32 | Cc1cc(C)n(-c2ccc(S(=O)(=O)N3CCOCC3)cc2[N+](=O)[O-])n1
0.5 | 11 | Cc1cccc(NC(=O)c2sc(NC(=O)c3ccco3)c(C#N)c2C)c1C
-0.8 | 0 | CC(=O)CCc1oc2ccc(C)cc2c1-c1ccccc1
0.0 | 51 | Cc1cc(C)cc(OCCCOc2cccc3cccnc23)c1
5.2 | 44 | Cc1cccc(C)c1-n1c(C)cc(/C=N\Nc2ccc([N+](=O)[O-])cn2)c1C
1.9 | 23 | C=CCc1cccc(/C=N/NC(=O)c2ccc3nc[nH]c3c2)c1O
-0.9 | 32 | C=CCOC(=O)C1=C[C@@H](c2ccc(C(F)(F)F)cc2)C[C@@H](OCc2ccc(CO)cc2)O1
-1.9 | 21 | CCC(c1nnnn1CCc1ccccc1)N1CCN(C(=O)c2ccco2)CC1 (stereo not drawn)
-0.1 | 3 | O=C(/C=C/c1cccs1)c1ccc([N+](=O)[O-])cc1
-0.5 | 5 | COC(=O)c1ccccc1-c1ccc(C=O)o1
-1.9 | 10 | Cc1cc(C)c(C)c(S(=O)(=O)NCc2cccnc2)c1C
1.0 | 15 | C=CCn1cnc2scc(-c3ccc(C)c(C)c3)c2c1=O
0.3 | 1 | Cc1ccccc1CC1(CO)CCCN(C(=O)CCC(F)(F)F)C1 (stereo not drawn)
0.5 | 14 | Cc1ccc2nc(-c3ccc(NC(=S)NC(=O)C(C)C)cc3)sc2c1

Retrieved one by one from above:
STK33 inh | OX1R antag | compound
-0.4 | 4 | CN(CC(=O)Nc1ccc(F)cc1)C(=O)COC(=O)c1cccc(N(C)C)c1
0.7 | 17 | COC(=O)[C@H](C)[C@@H]1C[C@@]1(C)[C@@H](NC(=O)OCc1ccccc1)c1ccccc1
-1.2 | 9 | CC(=O)c1ccc(N2CCN(c3ccc(S(=O)(=O)N4CCN(C)CC4)cn3)CC2)cc1

The list continues.
STK33 inh | OX1R antag | compound
-3.3 | 23 | Cc1oc(-c2ccc(Cl)cc2)cc1C(=O)/C(C#N)=C/Nc1cccc(OC(F)(F)F)c1
-2.5 | 7 | Cc1ccccc1-c1ccc(C=Nc2c(C)n(C)n(-c3ccccc3)c2=O)o1
1.6 | 4 | COc1cc(C(=O)N2CCC(C(=O)Nc3cccc(C(C)=O)c3)CC2)cc(OC)c1OC
0.0 | 13 | CC(=O)c1sc2nc(CSc3nnnn3-c3ccccc3)[nH]c(=O)c2c1C
0.0 | 4 | CN1CCN(S(=O)(=O)c2ccc(N(C)Cc3cccc(F)c3)nc2)CC1
0.6 | 8 | COc1ccc(NC(=O)CSc2nncc3ccccc23)cc1
0.4 | 12 | CC1(c2ccccc2)NC(=O)N(N)C1=O (stereo not drawn)
-0.8 | 4 | CN1CCC(N(C)C(=O)COc2ccccc2-c2ccccc2)CC1
-1.4 | 25 | CCc1ccc[n+](-c2nc([O-])sc2C=O)c1
0.3 | 10 | N#Cc1ccccc1COC(=O)c1ccc2c(c1)OCO2
0.1 | 12 | Cc1nc(-c2ccc(C(=O)Nc3ccccc3F)cc2)cs1
-2.9 | 9 | CSc1nnnn1-c1c(C)cc(C)cc1C
-0.2 | 35 | Cc1ccc(N(CC(=O)NC(C)(C)C)C(=O)CS(=O)CC(=O)Nc2ccc3c(c2)OCO3)cc1 (stereo not drawn)
0.3 | 4 | COc1ccc(-n2cc(C#N)c(=O)n(Cc3ccc(F)cc3)c2=O)cc1
-0.2 | 10 | CCNCc1ccccc1OCc1ccccc1
5.5 | 37 | CCN(C(=O)COC(=O)/C=C/c1cnc2ccccc2n1)c1ccccc1
-0.8 | 1 | COc1cc(/C=C2\C(=N)N3N=C(S(C)(=O)=O)SC3=NC2=O)cc(OC)c1OCCOc1ccccc1C
-1.0 | 16 | O=C(NC(=S)Nc1sc2c(c1C(=O)O)CCCC2)c1ccccc1
· | 11 | CCN(CC(=O)Nc1c(F)cccc1F)C(=O)C1CCN(S(=O)(=O)c2ccc(C)c(C)c2)CC1
-0.4 | 9 | O=C(NC(=S)NC(CO)Cc1ccccc1)c1ccc(F)cc1 (stereo not drawn)
-1.9&-0.9 | 9&12 | CCN(CC)CCNC(=O)c1ccc(NC(C)=O)cc1
0.6 | 16 | O=C(COc1ccc2c(c1)OCO2)Nc1nccs1
-1.6 | 10 | CC1=NN(C(=O)COc2ccccc2)C(O)(c2cccnc2)C1 (stereo not drawn)
-0.7 | 19 | COc1ccc(NC(=O)c2cc(S(=O)(=O)N3CCOCC3)cs2)cc1
-0.7 | 10 | Cc1sc2ncn(CC(=O)N3CCC(C(N)=O)CC3)c(=O)c2c1S(=O)(=O)N1CC(C)CC(C)C1 (stereo not drawn)
-0.7 | 6 | CCOC(=O)C1CCN(C(=O)CCn2c(=O)[nH]c3ccccc3c2=O)CC1
0.6 | 8 | O=C(NCc1ccc2c(c1)OCO2)c1ccccc1
-2.8 | 12 | Cc1ccc(CC(=O)Nc2ccncc2)cc1
0.5 | 7 | Cc1cc(/C=N/NC(N)=O)c(C)n1C1CCCCC1
-0.6 | 10 | CC(=O)c1ccc(N2CCN(CC(=O)N(CC(C)C)c3c(N)n(CC(C)C)c(=O)[nH]c3=O)CC2)cc1
-1.2 | 59* | O=c1nc2n(c3ccc([N+](=O)[O-])cc13)CCCCC2
0.7 | 32 | Cc1cc(C(F)(F)F)n(-c2nc(C(=O)NNS(=O)(=O)c3ccccc3)cs2)n1
-1.1 | 7 | NC(=O)C1CCN(c2ccc(S(=O)(=O)N3CCC(Cc4ccccc4)CC3)cn2)CC1
-2.6 | 14 | CCOc1ccccc1N1CCN(C(=O)c2ccncc2)CC1
-0.8 | 82* | Cc1ccc2cc3cc(C(=O)NCCCN4CCCCCC4)oc3nc2c1
-3.0 | 16 | COc1cc(CN2CCCCCC2)cc([N+](=O)[O-])c1O
-0.5 | 25 | COc1ccc(C)cc1NC(=O)CO/N=C(\N)CC(=O)Nc1ccccc1OC
-0.6 | 23 | C=CCNc1cc(C)oc(=O)c1C(=O)CCC
-1.2 | 19 | CC(=O)Nc1ccc(S(=O)(=O)N2C(C)CCCC2C)cc1 (stereo not drawn)
-0.4 | 12 | CN(C)c1ccc(C(C#N)c2ccc(Cl)cc2)nn1 (stereo not drawn)
-0.8 | 25 | CCC(C)NC(=O)N[C@@H](CCSC)C(=O)O (stereo partly drawn)
3.4 | 18 | CCC(CO)Oc1cc(NCc2ccccc2OC)c2ncn(C(C)C)c2c1 (stereo not drawn)
-0.1 | 85* | CCOC(=O)c1c(C)oc2c1C(=O)c1ccccc1C2=O
0.0 | 8 | C=CCNC(=O)NC(=O)COC(=O)CCCSc1nc2ccccc2[nH]1
-0.8 | 24 | CCc1nc(Nc2ccccc2)c2oc3ccccc3c2n1
-0.2 | 25 | Cc1ccc(NC(=O)c2ccc(CSc3ccccn3)cc2)cc1
-0.6 | 17 | CCCC(=O)NC(=S)Nc1cccc(NC(=O)c2ccccc2Cl)c1
-0.6 | 6 | Oc1ccc(Cl)cc1-c1cc(C(F)(F)C(F)F)nc(-c2ccccc2)n1

An unsorted share of the library. About 1.8% of those tested had a hit in this group.
